Screening data (PubChem)
All columns: NCI-60 one-dose screen, growth in % after 48 h at 10 µM unless noted; 100 = growth as untreated, 0 = no growth, -100 = all killed.
SNB-75 – SNB-75 CNS cancer | hit rate 5% among 79,000 | AID 1794750
KM12 – KM12 colon cancer cells. hit rate 5% among 82,000. AID 1794800
HCC-2998 – HCC-2998 colon cancer. hit rate 4.7% among 79,000. AID 1794799
COLO 205 – COLO 205 colon cancer; hit rate 7.3% among 79,000; AID 1794742
A498 – A498 renal cancer cells. AID 1794774. hit rate 5.4% among 76,000
SW-620 – SW-620 colon cancer; hit rate 5.2% among 82,000
HT29 – HT29 colon cancer. hit rate 7.4% among 81,000. AID 1794748
HCT-116 – HCT-116 colon cancer; hit rate 7.3% among 82,000
HCT-15 – HCT-15 colon cancer | AID 1794746 | hit rate 5.2% among 82,000
An asterisk follows results filed as active; . = no result given; & = joins results of further samples. The calls were made as follows: active = growth percent below 10; inactive = the rest.

entry	smiles	HCC-2998	HT29	COLO 205	A498	HCT-116	HCT-15	KM12	SW-620	SNB-75
1	O=C1Nc2c(ccc(Cl)c2Cl)/C1=C\c1cc(C(F)(F)F)cc(C(F)(F)F)c1	13	-27*	-75*	-24*	-61*	-81*	-75*	-78*	14
2	Cc1cc(NS(=O)(=O)c2ccc(Nc3nc(CN/N=C/c4ccc([N+](=O)[O-])cc4)nc4ccccc34)cc2)no1	103	97	101	.	94	88	93	102	90
3	Cc1ccc(C2=C/C(=C/c3ccc(-c4ccc(Cl)cc4)o3)C(=O)N2Cc2ccccc2)cc1	121	101	109	114	100	111	115	114	88
4	O=c1ccc2c(ccc3ncc4c(=O)[nH]cnc4c32)o1	98	93	122	105	96	109	105	106	98
5	C=C1C(=O)O[C@H]2[C@H]1CC/C(COC(=O)CCSCCC(=O)OC/C1=C/CC[C@@]3(C)O[C@H]3[C@H]3OC(=O)C(=C)[C@@H]3CC1)=C\CC[C@@]1(C)O[C@@H]21	-1.5*	-9.9*	-72*	70	-60*	-6.3*	34	-24*	49
6	CCOC(=O)c1csc(N/N=C/c2cn(-c3ccc(C(=O)O)cc3)nc2-c2ccc(C(=O)O)cc2)n1	98	121	113	86	91	91	99	98	95
7	Cc1ccc(C(C)C)cc1C(O)CN1CCOCC1 (configuration not stated)	106	96	101	102	98	98	95	92	103
8	CN1C(=O)C2(Nc3ccccc3-c3ccnn32)c2ccccc21 (configuration not stated)	92	98	116	.	90	108	99	102	82
9	COc1c(F)ccc(C(=O)Nc2ccc3nc(NC(=O)C4CCCN(S(=O)(=O)c5ccc(C(C)(C)C)cc5)C4)sc3c2)c1F (configuration not stated)	85	55	81	85	58	63	68	88	66
10	O=C(NNCCO)c1ccncc1	103	97	107	106	104	106	99	104	105
11	CCOC(=O)n1cc(-c2nonc2-c2cn(C(=O)OCC)c3ccc(OC)cc23)c2cc(F)ccc21	90	86	90	82	76	74	81	91	81
12	COc1ccc(-c2nc3c(C)cccn3c2C(C)=O)cc1	101	80	107	89	86	101	98	106	78
13	O=C(Nc1cccc2[nH]c(C(F)(F)F)nc12)c1ccc2c(c1)OCO2	105	112	109	.	109	99	104	106	96
14	O=C(O)C(=N\Nc1ccccc1)/C(=N\Nc1ccccc1)C(=O)O	94	111	94	107	98	106	103	103	101
15	COc1cccc(-c2cc(-c3ccc(NS(C)(=O)=O)cc3)[nH]c(=O)c2C#N)c1	102	104	125	104	105	99	104	97	97
16	N#Cc1ccc(O)c(C2=NCC(c3ccccn3)O2)c1 (configuration not stated)	92	79	73	95	69	31	84	91	80
17	COC(=O)Cc1[nH]cnc1C(=O)OC	109	99	117	100	110	109	99	99	108
18	CCCCCCCCCCCCCCCCCCNC1=C(Cl)C(=O)c2ccccc2C1=O	114	103	123	76	100	107	114	90	82
19	CNc1c(Br)cc(Br)cc1-c1n[nH]c(=O)[nH]c1=O	107	111	101	84	102	107	101	107	83
20	O=C1CC(c2ccccc2)=NO1	112	99	132	103	97	.	96	108	80
21	CN(C)CC(C(=O)c1ccccc1)c1ccccc1 (configuration not stated)	75	-17*	-48*	100	-95*	-38*	11	-62*	.
22	CN(C)CCCNC1(c2ccc(F)cc2)C2CC3CC(C2)CC1C3 (configuration not stated)	87	68	100	84	73	67	105	103	71
23	NC(N)=N/N=C/c1ccccc1Br	103	104	95	.	93	100	109	94	91
24	COc1ccc(-c2cnoc2-c2cc(OC)c3c(c2)OCCO3)cc1	8.3*	1.3*	-58*	-8.0*	-12*	4.5*	3.6*	19	13
25	CCOC(=O)c1c(Nc2ccc(S(=O)(=O)N=C(N)N)cc2)nnc(-c2ccccc2)c1-c1ccccc1	95	102	112	.	117	109	105	106	87
26	CC(C)(C)[Si](C)(C)OC1[C@@H](CNC(=O)NC(=O)NC(N)=O)O[C@@H](n2cnc3c(NC(=O)Nc4ccccc4)ncnc32)[C@H]1O[Si](C)(C)C(C)(C)C (some centres not stated)	86	10	54	101	20	95	62	56	84
27	C=C1C(=O)O[C@@H]2/C=C(/C)C3=CC(=O)[C@@](C)(C[C@H](OC(=O)/C(C)=C\C)[C@@H]12)O3	.	-39*	-52*	59	-53*	-2.9*	28	-29*	44
28	Cc1ccc(-c2cc(-c3ccccn3)[nH]n2)cc1	106	100	126	98	99	98	109	100	90
29	COc1ccc2[nH]cc(-c3cc(N)n4nc(-c5cn(C)c6ccccc56)cc4n3)c2c1	-81*	-74*	-85*	-81*	-86*	-83*	-70*	-46*	-52*
30	COc1ccc(CSc2nnc(-c3ccc4c(c3)nc(-c3ccccc3)n4C3CCCCC3)o2)cc1	103	29	.	76	58	40	83	96	73
31	N#CC1=C(c2c[nH]c3ccccc23)Nc2nc(N)nc(N)c2C1c1ccc(Cl)cc1 (configuration not stated)	56	51	44	.	57	84	56	81	29
32	COc1ccccc1Cn1cc2c(c1-c1ccccc1)CCCc1cnoc1-2	109	97	80	88	80	90	88	88	76
33	CCCCCC[C@@H](O)C/C=C\CCCCCCCC(=O)OCCOC	.	101	115	107	89	103	102	102	90
34	O=C(CCCCCCCCC(=O)N/N=C\c1cc(Cl)ccc1O)N/N=C\c1cc(Cl)ccc1O	39	59	37	73	23	16	24	46	56
35	O=C(c1ccccc1)N(CCCCl)C(=O)N(CCCCl)C(=O)c1ccccc1	95	82	102	80	91	95	88	90	104
36	CC/C(=C(/c1ccc(O)cc1)c1ccc(OCCN(C)C(=O)COCCNC(=O)c2ccc3c(c2)CN([C@@H]2CCC(=O)NC2=O)C3=O)cc1)c1ccccc1	112	98	97	130	113	105	107	93	81
37	COc1cc(N)c(C)c2c(C)ccnc12	109&108	113&104	119	95&89	90&100	92&106	105&109	95&95	107&90
38	CCCCc1oc2ccc([N+](=O)[O-])cc2c1C(=O)c1ccc(C#CC2CCCCC2)cc1	108	79	105	98	84	105	98	95	107
39	CC(C)=Cc1oc2c3c(c(O)c4ccccc4c(=O)c13)C(=O)c1ccccc1-2	103	101	97	113	96	100	100	100	101
40	CCCCCC1=NCCN1CCO	104	122	109	84	111	103	104	102	105
41	CCCCCN1C=C/C(=C\C(=O)n2ccc3ccccc32)c2ccccc21	107	81	89	.	73	98	89	85	91
42	NNC(=O)CNC(=O)Cn1c(=O)[nH]c2ccccc2c1=O	95	103	111	110	100	95	102	107	86
43	C[N+](C)(C)CCCSC1=NCCN1	101	75	120	99	101	97	99	98	88
44	O=[N+]([O-])c1cc(Br)cc(-c2c(Br)cc([N+](=O)[O-])cc2Br)c1	114	85	95	55	83	96	91	102	104
45	C/C(=C(/c1ccc(Cl)cc1)c1ccc(OCCN)cc1)c1ccc(C)cc1	111	111	114	97	101	101	103	94	95
46	CN(C)CCN1C(=O)c2cccc3c(N)ccc(c23)C1=O	48	14	8.2*	66	16	23	28	27	57
47	COc1cc(-c2nc(SC(C)C)nc(Nc3ccc(C)cc3)c2C#N)cc(OC)c1OC	113	105	102	79	98	100	104	107	106
48	COc1ccc(-c2cc(-c3nnc(SC/C(=N\O)c4ccccc4)n3-c3ccccc3)c3ccccc3n2)cc1OC	89	83	106	91	.	105	100	109	95
49	O=c1oc(-c2cccc([N+](=O)[O-])c2)nc2ccccc12	120	104	112	110	103	102	104	106	89
50	CN1CCN(c2nc3sc4c(c3c(=O)[nH]2)CCCC4)CC1	107	81	108	102	100	96	97	111	92
51	Cn1c(=S)sc2nc3ccccc3n2c1=S	107	93	101	121	93	96	99	100	94
52	COc1ccc2c(C3NNC(=S)N3)cc(=O)oc2c1 (configuration not stated)	115	115	110	111	103	103	111	105	101
53	O=C(O)/C=C(\c1nc(-c2ccccc2)c(-c2ccccc2)[nH]1)c1cc(Cl)ccc1O	104	103	102	121	97	98	98	110	61
54	CN(C)CC[C@H](c1ccc(Cl)cc1)c1ccccn1	106	94	103	111	97	104	105	107	83
55	CC(C)(C)c1cc(Cl)c(O)c(Cl)c1	93	77	91	92	93	94	104	102	102
56	Cc1ccc(C(=O)/C=C/c2nc(-c3ccc(Cl)cc3)oc2C)cc1	96	110	110	101	100	104	100	104	93

Remaining list, next part:
entry	smiles	HCC-2998	HT29	COLO 205	A498	HCT-116	HCT-15	KM12	SW-620	SNB-75
57	Clc1ccc(C(c2cccc(Cl)c2)C(Cl)Cl)cc1 (configuration not stated)	93	91	105	107	74	95	105	97	85
58	COc1ccc(/C(C)=N/NS(=O)(=O)c2ccc(C)cc2)cc1OC	100	109	.	87	95	103	108	102	108
59	COc1ccc(-c2nc3ncccn3c2-c2nnc(-c3cc(OC)c(OC)c(OC)c3)o2)cc1	102	108	95	87	93	81	88	100	81
60	CC1=NN(c2nc3ccccc3nc2Cc2ccccc2)C(=O)C1	111	106	114	82	109	104	112	101	92
61	CC1(c2ccccc2)CO1 (configuration not stated)	111	112	114	131	101	102	108	108	90
62	CC1C/C(=C\c2ccc(N)cc2)C(=O)O1 (configuration not stated)	113	115	116	92	110	104	106	108	101
63	CCOc1ccc(C(=O)NNC(=O)c2cc(OC)c(OC)c(OC)c2)cc1Cl	101	91	112	84	69	108	103	106	93
64	CCOC(=O)c1c(NC(=O)CSc2nnc(C(C)c3ccc(CC(C)C)cc3)n2-c2ccccc2)sc(C)c1C (configuration not stated)	92	56	71	69	64	63	82	88	76

A second format for 11 compounds above:
51: Cn1c(=S)sc2nc3ccccc3n2c1=S
52: COc1ccc2c(C3NNC(=S)N3)cc(=O)oc2c1 (configuration not stated)
53: O=C(O)/C=C(\c1nc(-c2ccccc2)c(-c2ccccc2)[nH]1)c1cc(Cl)ccc1O
54: CN(C)CC[C@H](c1ccc(Cl)cc1)c1ccccn1
55: CC(C)(C)c1cc(Cl)c(O)c(Cl)c1
56: Cc1ccc(C(=O)/C=C/c2nc(-c3ccc(Cl)cc3)oc2C)cc1
57: Clc1ccc(C(c2cccc(Cl)c2)C(Cl)Cl)cc1 (configuration not stated)
58: COc1ccc(/C(C)=N/NS(=O)(=O)c2ccc(C)cc2)cc1OC
59: COc1ccc(-c2nc3ncccn3c2-c2nnc(-c3cc(OC)c(OC)c(OC)c3)o2)cc1
60: CC1=NN(c2nc3ccccc3nc2Cc2ccccc2)C(=O)C1
61: CC1(c2ccccc2)CO1 (configuration not stated)

entry no. | 51 | 52 | 53 | 54 | 55 | 56 | 57 | 58 | 59 | 60 | 61
HCC-2998 | 107 | 115 | 104 | 106 | 93 | 96 | 93 | 100 | 102 | 111 | 111
HT29 | 93 | 115 | 103 | 94 | 77 | 110 | 91 | 109 | 108 | 106 | 112
COLO 205 | 101 | 110 | 102 | 103 | 91 | 110 | 105 | . | 95 | 114 | 114
A498 | 121 | 111 | 121 | 111 | 92 | 101 | 107 | 87 | 87 | 82 | 131
HCT-116 | 93 | 103 | 97 | 97 | 93 | 100 | 74 | 95 | 93 | 109 | 101
HCT-15 | 96 | 103 | 98 | 104 | 94 | 104 | 95 | 103 | 81 | 104 | 102
KM12 | 99 | 111 | 98 | 105 | 104 | 100 | 105 | 108 | 88 | 112 | 108
SW-620 | 100 | 105 | 110 | 107 | 102 | 104 | 97 | 102 | 100 | 101 | 108
SNB-75 | 94 | 101 | 61 | 83 | 102 | 93 | 85 | 108 | 81 | 92 | 90

(more compounds)
entry	smiles	HCC-2998	HT29	COLO 205	A498	HCT-116	HCT-15	KM12	SW-620	SNB-75
65	CCCSc1nc(Nc2ccc(C(C)=O)cc2)c(C#N)c(-c2ccc(F)cc2)n1	94	89	104	85	65	83	92	99	144
66	CS(=O)(=O)c1ccc(-c2cc(-c3nnc(SCC(=O)c4ccccc4)n3-c3ccccc3)c3ccccc3n2)cc1	114	98	90	.	91	75	86	101	66
67	COC(=O)c1ccoc1	119	98	110	106	111	103	109	102	87
68	COc1cc(/C=C/C(=O)c2c(C)oc3nc[nH]c(=O)c23)cc(OC)c1OC	112	91	95	93	61	49	97	78	78
69	CCCCOC(=S)SSC(=S)OCCCC	108	123	124	114	100	100	88	108	86
70	Oc1c(Cl)cc(Cl)c2ccc(CN3CCNCC3)nc12	60	105	102	63	33	20	50	27	46
71	COc1ccc(Cn2cc(C(=O)Nc3cccnc3Nc3ccc(Cl)cc3)nn2)cc1	99	111	119	80	100	89	106	114	94
72	COc1cccc2c1OC1(CCN(C)CC1)N1N=C(c3ccco3)CC21 (configuration not stated)	101	106	111	111	107	102	101	99	81
73	CCOC(=O)c1sc(NC(=O)CN2CCC(Cc3ccccc3)CC2)nc1C	102	80	97	100	81	93	106	96	109
74	C=C1C(=O)O[C@H]2[C@H]1CC/C(COC(=O)N1CCC[C@H]1C(=O)Nc1ccc(OC)c(C(N)=O)c1O)=C\CC[C@@]1(C)O[C@@H]21	95	-8.1*	-26*	88	15	60	67	2.8*	84
75	C[n+]1cccc2cccc([N+](=O)[O-])c21	96	104	88	100	93	83	106	89	117
76	CCOC(CN/C(=C/c1ccc2ccccc2[n+]1C)SC)OCC	84	75	66	72	84	97	90	86	89
77	O=C(Nc1cccc(-n2ccc3c(NC(=O)c4ccccc4)nccc32)c1)Nc1ccc(Cl)c(Cl)c1	91	45	79	102	43	33	43	75	73
78	CCCCOc1nc2ccc(C)cc2cc1-c1cc(-c2ccc(Cl)cc2)nc(-c2ccc(Cl)cc2)c1	112	106	110	112	103	102	101	100	104
79	N#Cc1c(-c2ccc(F)cc2)nc(N/N=C/c2cccc(O)c2)nc1N1CCOCC1	95	80	73	79	71	70	86	74	74
80	C#CCOc1ccc(/C=N/Nc2nc(-c3cc4c(C(C)(C)C)cc(C(C)(C)C)cc4oc3=O)cs2)cc1OC	101	81	112	101	79	92	91	107	98
81	CCOc1cc(Br)c(Br)c(C=O)c1O	101	110	100	43	82	67	82	99	80
82	CN1COc2ccc3ccccc3c2C1	93	99	133	102	93	106	105	100	72
83	COc1ccc(C/C(C)=C(/c2ccc(OCCN3CCCCCC3)cc2)c2ccc(OC(=O)Cc3ccccc3)cc2)cc1	103	101	121	110	95	103	110	102	107
84	CCCCOc1nc2ccccc2cc1/C=C/C(=O)/C=C(O)/C=C/c1cc2ccccc2nc1OCCCC	115	100	110	139	98	103	104	116	83

This is a random part of the collection; any-hit rate near 12%.
